# RXFP1 ag = activates the human relaxin receptor RXFP1. Q9HBX9. HEK293T-RXFP1 cAMP TR-FRET, 30 min; response scale: percent of porcine relaxin response, buffer zero. Potency, µM (doses to about 57.5 µM), for inactives: at the highest dose activation, hits mostly activators. 370,000 tested, 0.3% active; note: potency is the fitted concentration of half-maximal effect; % is set by controls: 0 for no effect and ±100 for the full control effect; nearly all actives have a fitted effect of over 60% in size; many of its hits are not listed in these tables
#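 Agonist response is measured as cAMP accumulation in an RXFP1-transfected HEK293T line under PDE4 inhibition. Values are scaled between buffer-only and 29 nM porcine relaxin, and EC50s come from standard Hill equation fits.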
# Vif-APOBEC3F blk = Vif-A3F binding inhibition; Potency, µM (titrated, usually from 46.1 µM), for the others: top-dose activity, negative = active; 390,000 tested, 0.2% active; HeLa A3F-eYFP + Vif (tagged APOBEC3F with the HIV-1 protein that degrades it), YFP fluorescence increase; note: potency is the fitted concentration of half-maximal effect; % of control where 0% means no effect; nearly all actives have a fitted effect of over 65% in size
#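 HeLa cells stably expressing Vif plus C-terminally eYFP-tagged A3F were seeded, incubated overnight at 37 deg C, dosed with compound, incubated overnight again at 37 deg C. Yellow fluorescence (Ex 488/Em 500-530) reported blocked Vif-mediated A3F-eYFP degradation.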
# D1 PAM = human D1 dopamine receptor positive modulation | P21728 | HEK293 TREx D1 cells, calcium flux, dopamine EC20 potentiation | 360,000 tested, 0.036% active | potentiation, % at 10 µM; in the data active = potentiation above about 30%; note: 0% is about no effect
# Target sequence (P21728 whole entry, looked up): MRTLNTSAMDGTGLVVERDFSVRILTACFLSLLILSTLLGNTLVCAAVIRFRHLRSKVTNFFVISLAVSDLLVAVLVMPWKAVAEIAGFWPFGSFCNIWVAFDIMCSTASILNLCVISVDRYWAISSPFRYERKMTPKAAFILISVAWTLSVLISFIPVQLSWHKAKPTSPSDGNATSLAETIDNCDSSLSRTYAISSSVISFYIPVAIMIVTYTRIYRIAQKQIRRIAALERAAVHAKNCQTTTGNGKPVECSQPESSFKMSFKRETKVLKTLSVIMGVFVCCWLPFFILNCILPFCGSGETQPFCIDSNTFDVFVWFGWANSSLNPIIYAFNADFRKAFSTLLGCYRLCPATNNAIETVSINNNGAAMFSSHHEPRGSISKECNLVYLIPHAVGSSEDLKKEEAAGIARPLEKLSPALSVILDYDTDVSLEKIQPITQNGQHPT
# D2 potentiator = positively modulates the human D2 dopamine receptor allosterically | HEK293 T-REx D2, calcium flux, EC20 dopamine potentiation | potentiation, % at 10 µM | 340,000 tested, 0.34% active | AID 485347;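 active = potentiation over 3 SD above the plate norm, cut at about 30% in these data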; note: 0% is about no effect
# Target sequence (P14416 whole entry, looked up): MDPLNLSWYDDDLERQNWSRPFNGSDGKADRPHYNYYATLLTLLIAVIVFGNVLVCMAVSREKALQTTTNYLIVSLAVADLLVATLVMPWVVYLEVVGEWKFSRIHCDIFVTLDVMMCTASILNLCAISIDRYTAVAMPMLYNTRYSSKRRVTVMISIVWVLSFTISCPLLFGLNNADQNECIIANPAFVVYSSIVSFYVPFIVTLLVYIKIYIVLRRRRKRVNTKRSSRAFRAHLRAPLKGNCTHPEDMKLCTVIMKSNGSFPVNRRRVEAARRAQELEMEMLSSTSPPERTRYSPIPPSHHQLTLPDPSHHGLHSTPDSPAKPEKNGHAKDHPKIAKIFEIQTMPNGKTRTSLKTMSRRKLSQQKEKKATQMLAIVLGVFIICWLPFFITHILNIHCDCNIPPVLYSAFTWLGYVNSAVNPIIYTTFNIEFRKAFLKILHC
#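 Primary screen. Calcium kinetics in induced HEK293 T-REx D2 cells: compound pre-addition 180 s, EC20 dopamine, 180 s more.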
# D1 ag = human D1 receptor agonism | P21728 | HEK293 T-REx D1 cells, calcium flux, agonist mode | activation, % at 2 µM | 360,000 tested, 1% active | AID 504660; in the data active = activation above about 30%; note: 0% is about no effect
#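 Agonism was scored from calcium flux recorded over 180 s (1 read/s) after pintool compound addition, following a 10-cycle baseline. Cells were inducible force-coupled HEK293 TREx D1, plated overnight at 30 C and loaded with no-wash calcium dye.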
# RXFP1 antag = antagonists of human relaxin receptor RXFP1 | AID 1259400 | 350,000 tested, 0.59% active | HEK293-RXFP1, relaxin-stimulated cAMP HTRF, 30 min; hits give low values | activity change, negative = inhibition, % at 57.5 µM | Q9HBX9;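 active = activity change of -60% or lower, but not beyond a set lower limit; inconclusive = change between -60% and -40%, or beyond the set limit; inactive = change above -40%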; note: % is set by controls: 0 for no effect and ±100 for the full control effect
# GRP78 ERSR act = inducers of ER stress response in human glioma cells; U87-MG GRP78 promoter luciferase reporter, 16 h; Potency, µM, without a hit: at the highest dose activation, hits mostly activators; 420,000 tested, 0.02% active; note: potency is the fitted concentration of half-maximal effect; series mostly up to about 76 µM; % of control where 0% means no effect; nearly all actives have a fitted effect of over 35% in size
#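 ERSR induction read as luciferase luminescence (Bright-Glo, 10 min at room temperature) in stably transfected human U87-MG glioma cells exposed to compounds for 16 h, using GRP78 as sensor.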
# Vif-A3G inh = inhibitors of Vif-APOBEC3G interaction; Q9HC16; HeLa A3G-eYFP + Vif (tagged APOBEC3G with the HIV-1 protein that degrades it), YFP fluorescence, overnight; Potency, µM (top dose mostly 46.1 µM), inactives show top-dose activity, negative = active, actives largely listed as inhibitors; 410,000 tested, 0.076% active; AID 602310;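 note: potency is the fitted concentration of half-maximal effect; % is set by controls: 0 for no effect and ±100 for the full control effect; nearly all actives have a fitted effect of over 60% in size; hits raise eYFP signal because A3G escapes Vif-driven loss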
#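 HeLa cells stably expressing Vif and C-terminally eYFP-tagged A3G, seeded overnight at 37 deg C, then exposed to compound by pintool overnight at 37 deg C. Rise in yellow fluorescence (Ex 488/Em 500-530, Acumen) marks blocked Vif-driven A3G degradation.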
# D1 antag = antagonists of human D1 dopamine receptor. 360,000 tested, 3.2% active. activity change, negative = inhibition, % at 10 µM. P21728. HEK293 TREx D1 cells, calcium flux, dopamine EC80; hits give low values; in the data active = activity change below about -30%; note: % is set by controls: 0 for no effect and ±100 for the full control effect
#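 After overnight tetracycline induction at 30 C, force-coupled D1 HEK293 cells took up a no-wash calcium dye at room temperature. Compounds were added and monitored 180 s, and the response to EC80 dopamine was then recorded.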
# Active calls of the source: *; ? = inconclusive; . = no result given; & = joins results of further samples. Unless noted, calls come from the whole dose curve; as a rule, active = well fitted curve in the direction sought with a large enough effect; inconclusive = small, poorly fitted or top-dose-only effect, or another doubt; inactive = no such curve, though single readings can be large; an effect the other way counts as inactive or inconclusive. The list is partial, so the mix of outcomes need not match the whole.
SMILES,RXFP1 ag,Vif-APOBEC3F blk,D1 PAM,D2 potentiator,D1 ag,RXFP1 antag,GRP78 ERSR act,Vif-A3G inh,D1 antag
O=C1CC(c2ccccc2)CC(O)=C1C=NC1CCCC1 (configuration not stated),-0.1%,-1%,3,7,0,9,5%,-4%,6
COc1cc(C(=O)NCc2cccc3ccccc23)cc(Cl)c1OC,3.7%,-1%,-2,12,5,-2,-1%,2%,-21
CC(=N)C1=C(O)CC(C)(C)CC1=O,1.7%,-2%,3,9,2,-13,-3%,2%,10
Cc1ccc(N2C(=O)C3C(C2=O)C(C(=O)c2ccc(Cl)cc2)N2CCCC32)cc1 (configuration not stated),-1.5%,6%,-6,18,7,-5,-7%,2%,0
CC(C)(C)NC(=O)CC(CC(=O)O)c1ccccc1 (configuration not stated),0.7%,0%,2,11,-1,.,-3%,-4%,26
N=C1C(c2ccccc2)=C(O)CN1c1cccc(S(=O)(=O)N2CCOCC2)c1,2.1%,6%,0,0,2,15,-5%,-6%,6
Cc1cc(C(F)(F)F)n2ncc(-c3ccc(F)cc3)c2n1,-0.1%,-2%,-3,-1,1,13,0%,2%,-1
CCOC(=O)C1=C(C)NC(=S)NC1C (configuration not stated),2.1%,-20%,3,0,1,-3,1%,-11%,-20
COc1cccc2cc(-c3csc(-c4ccc(Cl)cc4)n3)c(=O)oc12,-1.3%,-5%,0,-10,3,7,-2%,1%,10
COc1ccc(CCC(=O)Nc2ccc3c(c2)OCO3)cc1OC,-0.7%,0%,1,.,-2,1,-3%,5%,18
CCOC(=O)C1CCCN(C(=O)c2ccc3c(c2)N(Cc2ccccc2)C(=O)c2ccccc2S3=O)C1 (configuration not stated),1.3%&-0.2%,-4%&5%,-4&1,4&-3,5&10,-29,-1%&-3%,0%&4%,22&0
Cc1cccc(N2CCN(C(=O)c3cn(C4CCCCC4)c(=O)c4c3c3ccccc3n4C)CC2)c1C,-1.6%,4%,-2,12,6,?,-2%,9%,8
CCN(CC)C(=O)c1sc2c(c1C)c(=O)n(-c1ccc(OC)cc1OC)c(=O)n2CC(=O)Nc1ccccc1,-0.1%,-7%,-2,3,27,-3,-1%,0%,2
CCCNC(=O)c1ccc(COc2ccc(C)cc2)o1,-1.4%,-9%,2,6,2,20,0%,-1%,-2
COc1ccc(CN2CCN(c3ncccn3)CC2)c(OC)c1,2.2%,1%,-4,-5,5,-10,-4%,2%,2
Cc1c(Br)c(C(N)=O)nn1C,-1.0%,0%,-1,-4,3,22,-3%,3%,8
N/C(=N\OC(=O)c1ccc(F)cc1)c1ccc(Br)cc1,0.8%,-10%,-8,6,2,-9,0%,2%,2
CCOC(=O)C1=C(CC)Nc2ccccc2N=C1NC(=O)Nc1ccc(Cl)c(Cl)c1,1.3%,-12%,-7,-8,7,-14,-4%,1%,-28
COCCCn1c(CCC(=O)O)ccc1-c1cccs1,1.0%,0%,3,3,2,-9,0%,-7%,3
NC(=O)COc1ncnc2scc(-c3ccc(F)cc3)c12,2.8%,2%,0,4,5,-3,-5%,0%,-1
CC(C)C(=O)Nc1c(-c2ccccc2F)c(=O)c2ccccc2n1C,-3.3%,9%,-2,2,2,2,-2%,-1%,12
CCOC(=O)c1c(C)n(C)c2ccc(OC(C)C(=O)OC)cc12 (configuration not stated),1.6%,0%,0,7,0,-13,-2%,-2%,-8
Cc1ccc(S(=O)(=O)NNC2=NCCCCC2)cc1,-0.5%,15%,3,10,3,-14,4%,1%,0
Cc1cc(C(=O)NNC(=S)NCc2ccco2)n(C)n1,1.8%,3%,4,4,1,9,-5%,0%,-5
CC(C)C(CCN1C(=O)c2ccccc2C1=O)c1ccco1 (configuration not stated),-1.2%,-3%,-2,-2,3,-5,-3%,1%,1
Cc1nn(Cc2ccccc2)c(C)c1NC(=O)c1noc2c1CCc1ccccc1-2,1.4%,4%,.,31*,8,.,-6%,1%,19
COc1cccc(Cn2cccc(NC(=O)Nc3ccc(C#N)cc3)c2=O)c1,2.4%,0%,0,-4,10,-7,-1%,1%,-12
COc1cc(-c2nc3ccc4ccccc4c3c3c2CCC3)ccc1O,5.0%,16%,-7,-6,3,-8,-7%,-5%,16
CC(c1ccccc1)N1C(=O)c2ccc(C(=O)Nc3ccccc3C(=O)O)cc2C1=O (configuration not stated),2.3%,5%,-4,14,0,-74*,4%,2%,-7
COc1ccc(S(=O)(=O)N2CCN(C(=O)c3c(C)nn(-c4ccccc4)c3Cl)CC2)cc1,1.6%,-14%,-1,-5,2,-26,-1%,-7%,-8
O=c1c2ccccc2nc(COc2ccccc2)n1/N=C/c1ccc(O)cc1O,4.7%,-7%,-4,0,2,-71*,9%,-7%,0
COc1ccc(C(=O)CCNc2ccc(C)c(Cl)c2)cc1,2.1%,-13%,-1,-2,0,.,-1%,1%,-8
CCNc1nc(OC)nc(SCC(N)=O)n1,0.7%,-3%,5,12,0,-3,5%,-1%,0
Cc1onc(-c2ccccc2)c1C(=O)N1CCOCC1,1.4%,-18%,-6,12,1,-10,-3%,-2%,-7
CCOC(=O)C1=C(C)N(C)C(C)=C(C(=O)OCC)C1c1ccncc1,0.9%,-12%,-2,1,2,15,-5%,0%,-15
COc1ccc(S(=O)(=O)Nc2ccc(Oc3ccsc3C(=O)O)cc2)cc1,5.8%,-1%,0,4,2,10,-6%,0%,-10
COc1ccc(-c2oc3cccnc3c2-c2ccc(OC)nc2)cc1,8.1%,0%,0,-1,0,.,10%,-8%,-2
O=[N+]([O-])c1ccc(Sc2nccn2Cc2ccccc2)cc1,3.0%,-4%,-8,-2,0,-4,0%,-3%,-9
COc1cccc(OC)c1C(=O)N1CCN(S(=O)(=O)c2ccc(C)cc2)CC1,1.3%,-6%,-6,-8,3,0,-5%,0%,1
O=C1NC(=O)C(CC(=O)N(Cc2ccco2)C2(C(=O)NC3CCCC3)CCCCC2)N1 (configuration not stated),0.6%,-5%,-2,-1,2,-3,2%,1%,-10

# Shown with two lines to a compound: part of the list above.
# Each structure is followed by: RXFP1 ag	Vif-APOBEC3F blk	D1 PAM	D2 potentiator	D1 ag	RXFP1 antag	GRP78 ERSR act	Vif-A3G inh	D1 antag
COc1ccc(S(=O)(=O)Nc2ccc(Oc3ccsc3C(=O)O)cc2)cc1
  5.8%	-1%	0	4	2	10	-6%	0%	-10
COc1ccc(-c2oc3cccnc3c2-c2ccc(OC)nc2)cc1
  8.1%	0%	0	-1	0	.	10%	-8%	-2
CCOC(=O)C1=C(C)N(C)C(C)=C(C(=O)OCC)C1c1ccncc1
  0.9%	-12%	-2	1	2	15	-5%	0%	-15

# Later entries
SMILES,RXFP1 ag,Vif-APOBEC3F blk,D1 PAM,D2 potentiator,D1 ag,RXFP1 antag,GRP78 ERSR act,Vif-A3G inh,D1 antag
COc1ccc(/C=C/C(=O)NC(=S)NNC(=O)c2ccco2)cc1,-1.0%,1%,-6,.,0,-28,0%,-29%,-15
CNC(=O)c1ccc(Nc2nnc(-c3ccc(C)c(S(=O)(=O)NC(C)(C)C)c3)c3ccccc23)cc1,-1.7%,-4%,-2,7,-1,-8,-3%,-2%,-7
O=C(N[C@@H](Cc1ccccc1)C(=O)OCc1ccccc1)c1nc[nH]c1C(=O)N[C@@H](Cc1ccccc1)C(=O)OCc1ccccc1,-0.5%,-4%,-5,11,6,.,-4%,-4%,-5
CN(C)c1ccc(C(=O)N(Cc2ccccc2)Cc2ccccc2)cc1,-1.4%,-8%,0,-1,8,-8,-3%,-2%,3
CC(C)c1ccc(S(=O)(=O)c2cn(CC(=O)Nc3ccc(F)cc3)c3ccccc3c2=O)cc1,4.1%,-3%,-2,-20,3,.,-1%,-5%,-1
O=C1c2ccccc2-c2onc3c(Br)cc(NC4CCCCC4)c1c23,3.2%,1%,-3,-4,39*,-10,0%,3%,-2
Cc1ccc(C(=O)c2ccccc2C(=O)O)s1,2.8%,-2%,-3,8,1,-1,-8%,-1%,16
CCCCC1CCC(C(=O)N(CCC(C)C)c2c(N)n(CCCC)c(=O)[nH]c2=O)CC1 (configuration not stated),.,0%,.,.,.,-2,-4%,2%,.
CCn1cc(/C=C(\NC(=O)c2ccccc2Cl)C(=O)NCCN2CCOCC2)c2ccccc21,-0.4%,6%,-8,-7,2,-13,4%,-5%,3
CCn1c(CN2CCCCC2)nc2cc(NC(=O)COc3ccccc3C(C)(C)C)ccc21,-2.3%,0%,0,-21,6,1,-2%,6%,0
COc1ccc(-c2c(C#N)c(N)nc3c2CCC3)cc1,5.6%,-6%,-8,2,0,-1,-3%,-3%,15
CCNC(=O)NC(=O)C(C)OC(=O)CCCc1nc2ccccc2s1 (configuration not stated),0.5%,15%,4,11,2,12,-9%,1%,-13
Cc1nnsc1C(=O)Nc1cccc(Cl)c1,-1.9%,-17%,-1,1,5,-15,-2%,0%,-9
CC(=O)Nc1ccc(C(=O)NCC2(N3CCCCC3)CCCCC2)cc1,0.6%,13%,-15,-7,2,7,-5%,0%,0
CC(C)(C)n1nc2c(c1NC(=O)c1ccc(C(F)(F)F)cc1)CS(=O)(=O)C2,0.6%,-2%,-6,-3,5,4,-4%,-5%,3
COc1cccc(Cn2c(=O)n(-c3ccc(C)c(F)c3)c(=O)c3sc4ccccc4c32)c1,4.4%,0%,0,8,2,.,-2%,-7%,6
Cc1cc(C(=O)NCCc2ccc(Cl)cc2)n(-c2ccccc2)n1,0.8%,0%,-1,8,2,-17,-1%,1%,-12
Cn1c(C(=O)OCC(=O)NCc2cccs2)cc2sccc21,18%,0%,3,8,0,-31,4%,-11%,6
C=CCn1c(C)cc(C(=O)COC(=O)/C=C/c2cccc(OC)c2)c1C,-1.8%,-3%,1,5,13,-3,-4%,0%,-2
O=C(CN1CCCC1)Nc1ccc(F)cc1,-0.1%,-19%,0,15,2,2,-5%,1%,13
O=C(COc1cccnc1[N+](=O)[O-])N1CCN(S(=O)(=O)c2ccc3ccccc3c2)CC1,3.1%,-5%,-11,0,0,-4,-5%,-2%,-11
CCCC(C)c1nnc(NC(=O)CCS(=O)(=O)Cc2ccccc2)s1 (configuration not stated),-3.4%,-1%,-4,-9,0,5,-7%,-3%,6
O=C(Nc1ccnn1C1CCN(Cc2cccc(OCCO)c2)CC1)C1CCCC1,-3.1%,1%,0,-5,2,4,-5%,-3%,4

# Screening data deposited in PubChem by National Center for Advancing Translational Sciences (NCATS).
